TRAIL sens C8: caspase-8 TRAIL sensitization | NB7+C8 cells + TRAIL, ATPlite viability luminescence | inhibition (viability loss, TRAIL sensitization), % at 10 µM | 1% of 360,000 active | AID 624354;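 active = compounds causing at least 50% loss of cell viability in the single-dose screen, relative to plate controls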
CF NFkB inh: inhibitors of cystic fibrosis induced NF-kB. inhibition, % at 5 µM. 0.86% of 360,000 active. KKLEB NF-kB-GFP reporter, PAF-induced, GFP fluorescence overnight;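 active = at least 50% inhibition at 5 µM, scaled per plate between neutral and stimulator controls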;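 also: PAF is a Pseudomonas aeruginosa culture filtrate used as stimulus; plate controls were PAF-stimulated DMSO wells for no effect and unstimulated DMSO wells for full effect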
KKLEB tox: CF airway cell cytotoxicity counter-screen | KKLEB CF airway cells viability, ATPlite luminescence, overnight; stronger effect = lower value; cells stimulated with P. aeruginosa culture filtrate | activity change (cytotoxicity), % at 5 µM | 0.36% of 360,000 active;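 active = corrected activity change at or below -50% at 5 µM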
NR2E3 ag-1: NR2E3 (human) agonism; Q9Y5X4; GST-NR2E3/biotin-RetCOR TR-FRET, 1536-well; inhibition of corepressor binding, % at 4.78 µM; 0.12% of 320,000 active; AID 2300;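 active = percent inhibition above the cutoff of mean plus 3 SD of all tested compounds, set per screening campaign, cut at about 20% in these data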;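 also: 0% = DMSO wells and 100% = biotin wells as full block of FRET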
Target sequence (Q9Y5X4 whole entry, looked up): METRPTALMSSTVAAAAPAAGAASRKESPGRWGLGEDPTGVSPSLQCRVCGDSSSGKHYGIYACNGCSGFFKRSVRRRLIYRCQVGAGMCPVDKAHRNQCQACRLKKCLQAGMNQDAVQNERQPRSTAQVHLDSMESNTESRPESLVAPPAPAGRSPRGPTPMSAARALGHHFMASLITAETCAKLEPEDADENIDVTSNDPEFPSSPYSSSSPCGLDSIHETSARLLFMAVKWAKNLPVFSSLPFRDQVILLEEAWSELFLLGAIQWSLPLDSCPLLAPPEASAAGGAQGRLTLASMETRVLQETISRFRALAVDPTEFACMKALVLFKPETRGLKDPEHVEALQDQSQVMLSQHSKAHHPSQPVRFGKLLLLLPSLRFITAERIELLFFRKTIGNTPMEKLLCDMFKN
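Material: NR2E3–RetCOR corepressor complex / Incubation: Compound–protein incubation for 5 h at 4 °C / Dosing: compound at 4.8 µM, single dose / Detection: time-resolved FRET / Benchmarks: high control biotin, low control 0.6% DMSO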
NR2E3 ag-2: activates human NR2E3 receptor; 0.35% of 360,000 active; CHO-S Gal4-NCOR/VP16-NR2E3 two-hybrid, luciferase; inhibition of corepressor binding, % at 3.98 µM; Q9Y5X4; AID 602229;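 active = inhibition above the mean of all tested compounds plus 3 SD, cut at about 70% in these data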;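 also: 0% = DMSO with NR2E3 transfected cells and 100% = cells lacking NR2E3 construct; higher means lower luciferase signal from less NR2E3 corepressor binding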
Peg3 prom inh: inhibitors of Peg3 promoter | 1.7% of 360,000 active | AID 588405 | HeLa PEG-Prom luciferase reporter, luminescence, overnight | inhibition, % at 20 µM;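 active = inhibition of at least 50% at 20 µM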
hiPSC survival: increases survival of single human iPS cells. hiPSC single-cell survival, ATPlite luminescence; 100% = ROCK inhibitor wells, 0% = DMSO. survival enhancement, % at 20 µM. 0.044% of 360,000 active; in the data active = survival enhancement above about 18%;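 also: cells exposed to compounds for 16 hours before the ATP read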
EBV LMP1 NFkB: reduces LMP1-driven NF-kappaB luciferase signal; LMP1-induced NF-kappaB luciferase reporter cells, luminescence; inhibition, % at 12.5 µM; AID 504558; 0.69% of 350,000 active; in the data active = inhibition above about 41%;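 also: 0% = neutral control wells and 100% = reference inhibitor control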
TRPM1 prom inh: inhibitors of MITF-driven TRPM1 promoter in melanoma cells. SK-MEL-5 TRPM1 promoter luciferase, 24 h. inhibition, % at 12.5 µM. 0.83% of 330,000 active. AID 488899;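 active = mean inhibition across replicates of 60% or more, whatever share of single replicates reaches that level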; also: values of inactives mirror those of a sister screen read the other way
HIF-2a inh: HIF-2a inhibition; AID 624352; 786-0 RCC cells HIF-2a reporter, luciferase luminescence, overnight; 0.72% of 360,000 active; inhibition, % at 18.8 µM;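 active = inhibition of the luminescence signal of 40% or more relative to plate controls, in a single-dose primary screen at 18.75 µM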
Shn3 inh set2: inhibitors of Schnurri-3 3'UTR reporter in osteoblasts | Clone20 osteoblast Shn3 3'UTR firefly luciferase, 24 h | inhibition, % at 12.5 µM | AID 588674 | 0.52% of 360,000 active;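 active = mean inhibition of at least 75% with every replicate also reaching 75%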;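 also: 0% = median of neutral control wells and 100% = pilot-screen positive control compound; some compounds past the cut are filed as inactive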
Starred values were filed as active, the others as inactive; . = no result given; & = joins results of further samples. A portion of the library; the hit share may differ from the screen's.

SMILES,TRAIL sens C8,CF NFkB inh,KKLEB tox,NR2E3 ag-1,NR2E3 ag-2,Peg3 prom inh,hiPSC survival,EBV LMP1 NFkB,TRPM1 prom inh,HIF-2a inh,Shn3 inh set2
COc1ncc(C2=CC(=O)CC(C)(C)C2)cn1,-2,-17,-15,4,12,-28,0.4,5,1,-28,-6
COc1cc(NC(=O)c2ccc3c(c2)C(=O)N(CCC(C)C)C3=O)c(C(=O)O)cc1OC,-6,10,-10,4,19,4,-0.7,2,18,14,-3
CN(C)S(=O)(=O)c1cccc(NC(=O)c2cccc(S(=O)(=O)N3CCc4ccccc43)c2)c1,24,20,-6,1,8,38,-0.2,8,.,22,92*
CCN(CC(=O)Nc1c(F)cccc1F)C(=O)c1ccc(N2CCCCC2)c([N+](=O)[O-])c1,-9,13,-1,-2,57,11,0.2,14,0,-6,71
CC(C)(O)[C@@H]1[C@@H]2C[C@@]3(CC[C@]4(C)C(CCC5[C@@]6(C)CC[C@H](O)C(C)(C)C6CC[C@]54C)[C@@H]13)C(=O)O2 (stereo partly specified),1,5,2,1,-6,8,-1.4,.,.,9,0
O=C(CCl)Nc1ccc(S(=O)(=O)NC2=NCCCCC2)cc1,25,-87,7,.,-4,39,-2.8,-31,21,20,-22
CCN1CCN(Cc2cc(=O)oc3ccc(Cl)cc23)CC1,-26,-10,-1,0,-5,8,-0.6,-2,13,-3,-5
NCCCC[C@@H]1NC(=O)[C@H](CCC(=O)O)NC(=O)c2cc([N+](=O)[O-])cc(I)c2OCC[C@@H](C(N)=O)NC1=O,-1,7,-29,1,-10,-8,0.0,1,-2,10,17
COc1ccc(NC(=O)CCCNC(=O)Cn2cnc3sc4c(c3c2=O)CCCC4)c(OC)c1,0,10,4,-4,-18,10,-0.5,0,13,8,-2
O=C(O)/C=C/C(=O)Nc1ccc2c(c1)NC(=O)CO2,-2,-1,0,-2,-10,8,-1.0,2,4,15,13
Cc1ccc(NC(=O)CCC(=O)c2cccs2)c(O)c1,4,-8,-3,-1,-43,-105,-0.1,-4,-54,-151,-34
Cc1ccc(-c2cn(-c3ccccc3)c3[n+]2CCCS3)cc1,25&40,-15&-9,4&1,1&-1,3&7,15&0,-2.9&-3.1,4&1,43&42,17&15,77&78
CN1CCN(C(=O)CCN2C(=O)/C(=C\c3ccc(Cl)cc3)SC2=S)CC1,4,13,-3,3,-4,48,0.7,-3,-4,7,-55
Cc1cc(/C=C(\C#N)C(N)=O)c(C)n1-c1ccc(N2CCOCC2)c([N+](=O)[O-])c1,-5,-7,24,-2,-5,28,1.1,-9,-1,15,33
Cn1nnnc1SCC(=O)Nc1cc(C(F)(F)F)ccc1N1CCOCC1,1,-1,0,6,-4,-7,-0.3,2,1,15,-4
COc1ccc(C(=O)NC(C(=O)OCC(=O)Nc2sccc2C(N)=O)C(C)C)cc1 (stereo unspecified),12,-10,-4,0,21,-4,1.0,5,7,5,11
CCC(=O)NC1=C(NC(C)c2ccccc2)C(=O)c2ccccc2C1=O (stereo unspecified),2,12,9,-6,-13,-6,-2.0,-8,30,-5,10
CS(=O)(=O)N(CC(=O)N1CCCC1)Cc1ccc(F)cc1,-6,-6,4,8,-15,19,0.1,-4,2,20,8
CCOC(=O)c1ccccc1C(=O)N1CCOCCOCCOCC1,-7,13,-12,4,5,13,-0.1,-2,-3,12,8
Cc1ccc2c(c1)N(CC(=O)N1CCCC1)C(=O)c1cccnc1O2,12,7,10,2,-14,20,1.3,61*,0,11,8
Cc1cc2oc(=O)cc(CN3CCOCC3)c2c(C)c1Cl,4,-15,-11,.,-10,9,0.4,-14,2,1,12
CC(C)(C)c1nnc(NC(=O)c2cccnc2)s1,-7,-4,-9,1,1,-10,-1.6,0,0,-17,-13
Cc1cccc(NC(=O)N2CCc3ccccc3C2)c1C,-1,-51,12,.,-21,-157,-0.3,-10,-48,-177,-39
O=C(NC1CCCCC1)N1CCN(c2ccc(Cl)cc2)CC1,-15,6,-8,2,16,14,-0.5,8,-3,-9,37
Cc1nn(C(C)C)c(C)c1[C@@H]1C[C@H]2CN(Cc3cccc(Cl)c3)C(=O)[C@]23CCCN13,1,2,-1,0,6,-3,0.3,7,-9,11,1
CCOC1=C2CN(S(=O)(=O)c3ccc(C)cc3)[C@H](c3cccc(Cl)c3)C[C@H]2[C@H]2C(=O)N(c3ccccc3)C(=O)[C@H]2C1,8,4,-8,.,-22,-2,2.3,.,.,2,-12
Cc1nc(NS(=O)(=O)c2ccccc2)sc1C(=O)N/N=C/c1ccccc1,16,-3,0,-1,-18,3,-0.3,-7,4,9,-28
O=C(O)c1ccc(N=C2NC(=O)C(CO)(CO)S2)cc1,-14,-9,19,4,-10,11,-0.2,-5,-10,9,-23
Cn1c(Cn2c(=O)sc3ccccc32)nnc1SCC(=O)Nc1ccc(F)cc1,2,-10,4,-1,-23,-2,0.7,2,.,15,-4
CCn1c(Cn2nnc(-c3ccccc3)n2)nnc1SCC(=O)Nc1cccc(C(C)=O)c1,5,6,2,-3,-3,10,2.7,4,13,11,7

Ordered by the number under EBV LMP1 NFkB (high to low): 3 from the list above
compound	CF NFkB inh	NR2E3 ag-1	NR2E3 ag-2	Peg3 prom inh	EBV LMP1 NFkB	TRPM1 prom inh	HIF-2a inh	Shn3 inh set2
O=C(NC1CCCCC1)N1CCN(c2ccc(Cl)cc2)CC1	6	2	16	14	8	-3	-9	37
CCOC(=O)c1ccccc1C(=O)N1CCOCCOCCOCC1	13	4	5	13	-2	-3	12	8
CS(=O)(=O)N(CC(=O)N1CCCC1)Cc1ccc(F)cc1	-6	8	-15	19	-4	2	20	8

Additional compounds follow:
SMILES,TRAIL sens C8,CF NFkB inh,KKLEB tox,NR2E3 ag-1,NR2E3 ag-2,Peg3 prom inh,hiPSC survival,EBV LMP1 NFkB,TRPM1 prom inh,HIF-2a inh,Shn3 inh set2
COc1cccc(C2CC(c3c(Cl)cccc3Cl)n3nc(N)nc3N2)c1 (stereo unspecified),-1,-6,-13,1,-21,12,1.0,-1,-3,7,4
Cc1ccc(-c2cn3nc(C)c(C)nc3n2)cc1,32,-20,3,3,-140,60*,-4.4,63*,64*,2,52
O=C(COc1ccc(S(=O)(=O)N2CCCCC2)cc1)N1CCCC1,10,-11,0,1,7,-6,0.7,-9,-1,2,8
O=C(C1COc2ccccc2O1)N1CCc2ccccc21 (stereo unspecified),5,1,15,0,-81,-216,-0.6,-24,-69,-338,-31
S=c1ncc2[nH]c(=S)[nH]c2[nH]1,-7,17,3,.,-2,-31,-0.6,1,-2,8,1
Cc1cccc(N2CCN(C(=O)c3ccc(NC(=O)C4CCCO4)cc3)CC2C)c1 (stereo unspecified),-3,-7,11,1,-13,12,0.3,-1,-1,6,5
OCCN1CCN(CCCc2c3c(cc4c2CCC4)CCC3)CC1,12,-13,2,-5,-2,3,0.1,0,2,16,-15
Cc1cc(C)n(/C(=C/N(C)C)C(=O)c2ccccc2)n1,-4,-8,-6,2,-20,-11,-0.7,-2,-4,7,-17
Fc1ccccc1-c1nc(NCCCN2CCOCC2)c2ccccc2n1,-6,1,-13,-1,8,35,-1.0,-1,-3,17,7
Cc1ccccc1NS(=O)(=O)c1cccc2nonc12,-14,-27,29,3,-10,11,-0.4,5,9,17,13
COc1ccc2c(c1)C1=NN(/C(C)=C/C(C)=O)C(c3cccc(F)c3)C1CC2 (stereo unspecified),2,-8,-1,7,-10,-45,1.0,-3,3,-40,-27
CCOC(=O)C(NC=O)(NC(C)(C)C)C(=O)OCC,3,-2,0,1,-10,-6,1.9,-1,0,9,-16
Nc1ncnc2sc3c(c12)CCNC3,-8,-16,-2,2,-18,-18,0.5,-1,-5,14,2
Cc1ccc(C(=O)Nc2cccnc2)cc1S(=O)(=O)N1CCCC1,-10,5,10,5,-14,-20,0.3,-9,-14,-16,-14
Cc1nonc1NC(=O)CSc1ccc(-c2ccccc2)nn1,5,-3,13,0,-8,-18,2.1,-7,-15,-22,-13
O=C(COC(=O)CCc1ccccc1)Nc1cc(S(=O)(=O)N2CCOCC2)ccc1N1CCCC1,7,3,3,0,-9,19,1.3,2,4,15,3
COc1ccc(CCNC(=O)Cn2c(=O)oc3ccccc32)cc1OC,30,-7,0,1,0,7,-1.7,3,-2,7,-13
CCCCSC1=N/C(=C/c2ccsc2)C(=O)N1c1ccccc1,-2,-2,-6,3,-9,20,1.1,-1,14,23,1
Cc1ccnc(NS(=O)(=O)c2ccc(NC(=O)/C=C/c3ccccc3)cc2)n1,19,14,-15,1,11,-1,-0.4,-11,-6,10,9
O=C(/C=C/c1ccco1)N1CCN(S(=O)(=O)c2ccc(F)c(F)c2F)CC1,5,-14,-13,0,-9,9,-0.3,-3,5,14,-7
CCCN(C(=O)CSc1nnc2ccccn12)C1CCS(=O)(=O)C1 (stereo unspecified),0,-2,4,-2,24,4,0.2,-9,-1,7,-2
Cc1ccc(S(=O)(=O)N2CN(CC3CCCO3)c3nc4ccccc4nc32)c(C)c1 (stereo unspecified),1,4,36,0,5,8,-0.5,5,4,2,-14
